STAT3 inh: IL-6 driven STAT3 reporter inhibitors, primary screen, U3A cells, luciferase, luminescence, MLSCN library. IL-6 STAT3-luciferase reporter; host cell line lacks STAT1. inhibition, % at 5.5 µM. 190,000 compounds, 0.89% hits;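 active means inhibition above the mean inhibition across all screened compounds plus 3 SD, cut at about 44% in these data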;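 further: 0% = DMSO only wells and 100% = 100 µM nifuroxazide control wells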
STAT1 act: STAT1 signaling activators, primary screen, cell-based, HTS, luciferase reporter | activation (% of control), % at 5.5 µM | NIH 3T3 STAT1-luciferase reporter, IFN-gamma, luminescence; 100% = IFN-gamma alone, no compound | 200,000 compounds, 2.6% hits;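 active means activation above the screen-wide mean activation plus 3 SD, cut at about 130% in these data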;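 further: raw ratio to IFN-gamma control signal so 100% means no change and 0% no light; values of inactives mirror those of a sister screen read the other way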
Diaphorase inh: diaphorase inhibitors and chemical oxidizers, primary screen, counter-screen for diaphorase-coupled primary assays, biochemical, uHTS, resorufin fluorescence; inhibition, % at 20 µM; 190,000 compounds, 0.69% hits; diaphorase resazurin-to-resorufin fluorescence, NADH, 16 min; bacterial (C. kluyveri) enzyme, not human; AID 1217, 2008;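 active means primary screen inhibition at 20 µM above a set limit, cut at about 50% in these data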;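 further: plate controls were DMSO with full reaction for no effect and wells lacking NADH for full effect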
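Detection: fluorescence of resorufin formed from resazurin, Ex 544/Em 590 nm; test system: Clostridium kluyveri diaphorase enzyme; amount: 0.14 U/mL diaphorase, enzyme working solution; times: 16-min room-temperature incubation before reading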
G6PDH counter: L. mesenteroides G6PDH inhibitors, counter-screen for G6PDH-coupled screening assays, biochemical, Leuconostoc mesenteroides enzyme; glucose-6-phosphate dehydrogenase [Leuconostoc mesenteroides]; Purified L. mesenteroides G6PDH, diaphorase/resazurin coupled fluorescence, 45 min; inhibition, % at 5 µM; 200,000 compounds, 0.12% hits; AID 1020, 2008; in the data active means inhibition above about 50%
Diaphorase act: compounds boosting diaphorase resazurin reduction – biochemical, uHTS, resorufin fluorescence, counter-screen for diaphorase-coupled primary assays, primary screen; Diaphorase/resazurin coupled assay, 16 min; stronger effect = higher value; 1 = vehicle wells, 0 = NADH-free wells; 190,000 compounds, 0.005% hits; activation factor at 20 µM;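 active means diaphorase activity raised at least twofold by the compound at 20 µM; inactive means activation factor below 2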
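Material: Clostridium kluyveri diaphorase, purified enzyme; Quantity: enzyme 0.07 U/mL final; Medium: HEPES pH 7.4 buffer with MgCl2 and Tween 20; Dosing: single compound dose of 20 µM, 1% DMSO final; Schedule: 16 min reaction at room temperature; Measured by: red resorufin fluorescence at 544/590 nm excitation/emission.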
APP 5UTR inh: inhibitors of APP translation via 5'UTR reporter, primary screen, APP 5'UTR luciferase, SH-SY5Y cells | SH-SY5Y APP 5'UTR-luciferase reporter, luminescence | inhibition, % at 2 µM | 190,000 compounds, 0.82% hits | AID 1285, 2008;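 active means inhibition above a set limit, derived from the sample mean plus 3 SD, cut at about 45% in these data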; further: values of inactives mirror those of a sister screen read the other way
STAT3 act: IL-6 driven STAT3 reporter potentiators, primary screen, U3A cells, luciferase, luminescence, MLSCN library | AID 871, 2007 | activation (% of control), % at 5.6 µM | IL-6 STAT3-luciferase reporter; 100% = signal with IL-6 EC80 alone | 190,000 compounds, 0.91% hits;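 active means activation above the screen-wide mean of compound activation plus 3 SD, cut at about 130% in these data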;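 further: 0% = background luminescence of wells with medium and substrate only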
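Detection: reporter luminescence signal / Assay system: STAT1-lacking human U3A cells, STAT3 luciferase reporter / Incubation: compound pre-incubation 1 h before IL-6, then 6 h stimulation at 37 °C / Control set: IL-6-only high control / Read-out: % activation relative to IL-6 control / Probe or stimulus: Interleukin-6, 33 ng/mL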
TLR4 MyD88 comp: inhibitors of TLR4-MyD88 association in cells, primary screen, cell-based, HeLa CL3-4, BLA complementation, FRET ratio. Toll-like receptor 4 (Homo sapiens) + Myeloid differentiation primary response protein …. HeLa CL3-4 TLR4/MyD88 BLA complementation. inhibition, % at 8.4 µM. 200,000 compounds, 0.18% hits; in the data active means inhibition above about 25%;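 further: 0% = vehicle and 100% = reference inhibitor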
Target sequence (O00206 whole entry, looked up): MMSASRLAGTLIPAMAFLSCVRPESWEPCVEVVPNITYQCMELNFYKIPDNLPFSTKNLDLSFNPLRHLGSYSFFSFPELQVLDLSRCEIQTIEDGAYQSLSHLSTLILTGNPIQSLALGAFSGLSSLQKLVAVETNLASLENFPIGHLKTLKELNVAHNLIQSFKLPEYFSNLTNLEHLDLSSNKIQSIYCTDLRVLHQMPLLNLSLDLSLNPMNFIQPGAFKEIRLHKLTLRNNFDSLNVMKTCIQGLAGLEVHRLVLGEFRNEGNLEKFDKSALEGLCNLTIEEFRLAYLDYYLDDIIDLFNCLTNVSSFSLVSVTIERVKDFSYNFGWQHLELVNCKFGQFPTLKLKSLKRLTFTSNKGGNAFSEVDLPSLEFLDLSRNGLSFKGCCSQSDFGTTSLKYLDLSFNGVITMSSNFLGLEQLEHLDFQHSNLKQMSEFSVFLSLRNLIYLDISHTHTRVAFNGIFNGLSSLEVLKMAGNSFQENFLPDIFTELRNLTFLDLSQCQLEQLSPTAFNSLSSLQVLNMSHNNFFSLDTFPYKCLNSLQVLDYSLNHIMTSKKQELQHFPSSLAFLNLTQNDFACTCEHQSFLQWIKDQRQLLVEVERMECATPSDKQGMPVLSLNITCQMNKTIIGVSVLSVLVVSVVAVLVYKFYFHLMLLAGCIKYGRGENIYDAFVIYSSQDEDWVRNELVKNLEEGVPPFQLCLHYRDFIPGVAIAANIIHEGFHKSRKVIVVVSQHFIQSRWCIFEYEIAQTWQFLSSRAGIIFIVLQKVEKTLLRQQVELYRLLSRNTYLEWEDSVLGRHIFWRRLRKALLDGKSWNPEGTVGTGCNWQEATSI
Target sequence (Q99836 whole entry, looked up): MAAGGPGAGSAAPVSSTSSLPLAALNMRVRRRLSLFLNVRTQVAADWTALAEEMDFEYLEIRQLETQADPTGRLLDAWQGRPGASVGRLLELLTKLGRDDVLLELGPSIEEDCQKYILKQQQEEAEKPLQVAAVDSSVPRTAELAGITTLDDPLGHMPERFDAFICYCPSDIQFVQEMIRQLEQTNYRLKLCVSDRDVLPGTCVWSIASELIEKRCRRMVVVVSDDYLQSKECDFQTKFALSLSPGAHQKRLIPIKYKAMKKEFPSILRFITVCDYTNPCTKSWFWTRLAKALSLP
Hsp70 act: Hsp70 transcriptional activators, primary screen, cell-based, HeLa, Hsp70 promoter luciferase, luminescence, 10 µM | HeLa Hsp70 promoter luciferase reporter; scaled: vehicle 0, proteasome-inhibitor control 100% | activation, % at 10 µM | 200,000 compounds, 0.04% hits;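 active means activation above the mean across all tested compounds plus 3 SD, cutoff set per campaign, cut at about 5.5% in these data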;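 further: 100% = MG132 at 30 µM as the positive control and 0% = DMSO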
STAT1 blocker: STAT1 signaling inhibitors, primary screen, cell-based, HTS, luciferase reporter | NIH 3T3 STAT1-luciferase reporter, IFN-gamma, luminescence | inhibition, % at 5.5 µM | 200,000 compounds, 0.35% hits | AID 920, 2007;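 active means inhibition above a set limit, the mean inhibition across all tested compounds plus 3 SD, cut at about 34% in these data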;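 further: 0% = IFN-gamma with DMSO and 100% = IFN-gamma with 300 µM nifuroxazide; values of inactives mirror those of a sister screen read the other way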
* hit, by the source's call; · = not tested or not shown.

SMILES	STAT3 inh	STAT1 act	Diaphorase inh	G6PDH counter	Diaphorase act	APP 5UTR inh	STAT3 act	TLR4 MyD88 comp	Hsp70 act	STAT1 blocker
COc1cccc(CNCc2ccc(SC)cc2)c1OC	5	104	5	3	0.9	10	102	-6	-0.5	-5
CCOC(=O)c1c(NC(=O)CSc2nnc3c(Cl)cc(Cl)cn23)sc2c1CCC2	-14	92	69*	-20	0.3	9	107	-2	-0.4	9
CC1(C)CC(=O)c2cc(OCC(=O)N3CCOCC3)ccc2O1	13	99	14	-3	0.9	-12	94	1	0.4	1
C(=N\Nc1nc2ccccc2[nH]1)/c1cccs1	14	148*	6	10	0.9	-137	97	-3	-0.1	-54
CCN(CC)c1ccc(C(=O)NC(=S)Nc2cc(S(=O)(=O)N3CCOCC3)ccc2-n2cncn2)cc1	3	93	6	-5	0.9	-3	98	4	-0.3	7
Cc1[nH]c(=O)[nH]c(=O)c1CSCC(=O)OCC(=O)c1ccc(Br)cc1	4	103	21	0	0.8	2	104	-11	-0.3	-5
CCOC(=O)C(NC(=O)c1ccccc1OCC)(Nc1ncccn1)C(F)(F)F (centres undefined)	-1	101	24	12	0.8	1	103	-1	-0.4	-1
CC1=C(C(=O)O)N2C(=O)C(NC(=O)c3ccn(C)n3)C2SC1 (centres undefined)	14	102	-6	4	1.1	-11	95	-16	0.0	-3
COc1ccc(C2=Nc3ccccc3OC2)cc1	4	123	11	6	0.9	-128	100	-2	0.3	-25
CN(C)c1ccc(/C=N/NC(=O)CN(c2ccccc2Cl)S(C)(=O)=O)cc1Br	8	111	0	5	1	11	96	-6	-0.2	-12
Cc1nc2cc(Nc3nnc(-c4ccccc4)c4ccccc34)ccc2n1C	12	124	13	4	0.9	-59	99	3	-0.1	-27
Cc1ccc2nc(Nc3nc(-c4ccccc4)cc(=O)[nH]3)nc(C)c2c1	40	98	4	0	1	7	74	7	-0.4	3
O=C(Cc1ccccc1)NCCc1cccc(Cl)c1	12	98	-14	1	1.1	-4	99	-11	-0.2	3
O=C(Nc1nnc(COc2ccc(Cl)cc2)s1)c1ccco1	4	100	9	7	0.9	-1	101	10	-0.3	-2
Cc1cc(-c2cn3ccccc3n2)c(C)n1-c1ccccc1	58*	100	8	-6	0.9	-176	55	-25	-0.1	0
O=[N+]([O-])c1cccc(-c2ccc(/C=N/n3c(-c4ccccc4)n[nH]c3=S)o2)c1	-3	93	0	-11	1	-2	108	2	-0.2	8
COc1ccc(N2Cc3cccc(C(=O)O)c3C2=O)cc1	8	100	9	10	0.9	2	98	-19	0.1	0
Cc1cc(Oc2cnn(C(C)(C)C)c(=O)c2Cl)cc(C(C)C)c1	6	102	16	7	0.8	-24	99	-10	-0.3	-2
CCOC(=O)C(C)On1c(-c2ccc(Cl)cc2)nc2ccc([N+](=O)[O-])cc21 (centres undefined)	-8	133*	29	-3	0.7	-68	113	16	0.1	-36
NC(=O)CSCc1cccc(Br)c1	10	95	-1	9	1	11	97	10	0.0	7
Cc1cccc(C(=O)NC(=S)N2CCN(c3ccc([N+](=O)[O-])cc3)CC2)c1	17	100	9	-8	0.9	-1	87	-13	-0.5	0
Cc1ccc(-c2nnn(CC(=O)N(CC3CCCO3)C(C(=O)NCC3CCCO3)c3ccc(F)cc3)n2)o1 (centres undefined)	0	107	4	9	1	-5	103	5	-0.6	-2
CCC(CC)C(=O)c1c[nH]c(C(=O)NN)c1	-8	98	7	-1	0.9	88*	109	-1	0.0	1
O=C(CSc1ccc(Cl)cc1Cl)N1CCC(c2nc3ccccc3s2)CC1	-3	100	21	6	0.8	-5	107	-14	-0.1	0
COc1ccccc1OCCc1nnc(N)s1	14	98	6	3	0.9	·	94	0	-0.4	2
COc1ccc(/C=N/NC(=O)c2nn(-c3ccccc3)c(=O)c3c(N)scc23)cc1	10	105	57*	30	0.4	-7	96	1	-0.1	-6
NC(=O)c1cc(-c2ccccc2)nc(N2CCCCCC2)n1	20	103	7	-1	0.9	6	88	1	-0.6	-3
Cc1ccc(C(=O)NCC(=O)OCC(=O)NC(C)c2ccccc2)s1 (centres undefined)	0	99	6	3	0.9	0	106	-6	-0.3	0
Cc1cccc(CSc2ncnc3nc[nH]c23)c1	0	92	26	-3	0.7	1	100	2	-0.1	10
CCOC(=O)c1oc2cc(C)cc(O)c2c(=O)c1-c1csc(C)n1	2	104	4	13	1	-4	102	14	-0.2	-5
CCc1ccc(C(=O)NC(C(=O)NCC2CCCO2)C(C)C)cc1 (centres undefined)	5	102	7	6	0.9	6	98	-3	-0.4	-5
COc1cc(C2CC(=O)N(CC(=O)NCC3CCCO3)c3ccccc3S2)cc(OC)c1OC (centres undefined)	21	91	-22	9	1.2	-34	87	1	0.2	8
CCCCCNC(=O)CSC1=N/C(=C\c2ccc(Cl)c(Cl)c2)C(=O)N1CC	-6	97	2	8	1	·	103	-17	-0.1	4
CC1CN(Cc2c(O)ccc3c(=O)c(-c4ccccc4)coc23)CC(C)O1 (centres undefined)	7	93	·	10	·	-13	101	-10	-0.2	8
Cc1[nH]nc2c1C1(CCN(C(=O)OCc3ccccc3)CC1)C(C#N)=C(N)O2	49*	89	22	-3	0.8	-16	63	12	-0.4	13
COc1ccc(-c2csc(Nc3cccnc3)n2)cc1	-1	134*	6	11	0.9	-44	101	1	0.6	-47
O=C(N/N=C1\CC(c2ccccc2)Oc2ccccc21)c1ccccn1 (centres undefined)	-4	108	2	5	1	-12	105	-8	-0.1	-9
O=C(Nc1ccc(N2CCCCCC2)cc1)c1ccccc1Cl	-3	147*	18	9	0.8	-107	109	-2	0.7	-53
COc1cccc(-c2nnc(SCCC(=O)O)n2C)c1	-5	99	4	14	1	-65	107	-7	0.4	1
CCOCCCn1c(=S)[nH]c2cc(C(=O)N3CCC(C(N)=O)(N4CCCCC4)CC3)ccc2c1=O	2	107	1	3	1	-16	110	-1	-0.2	-8
COc1ccc(Oc2c(Cl)cnn(-c3ccc(C)cc3)c2=O)cc1	15	99	17	0	0.8	13	96	12	-0.4	1
Cc1nn2c(=S)[nH]nc2[nH]c1=O	8	96	29	-1	0.7	4	97	-2	-0.2	4
CCC(Oc1cc(Cl)ccc1Cl)C(=O)NN1C(=O)C2C3CCC(C3=C(C)C)C2C1=O (centres undefined)	-3	100	15	6	0.8	-14	108	8	-0.2	0
Cc1cccc(C)c1NC(=O)COc1ccc2c(C)c(Cc3ccccc3)c(=O)oc2c1C	2	100	-8	4	1.1	-8	97	5	-0.4	3
Cc1ccc(NC2c3ncccc3C(=O)N2Cc2cccs2)cc1 (centres undefined)	-11	109	34	-2	0.7	-11	109	-2	-0.4	-9
COc1ccc(CCNC(=O)CCCNC(=O)Cn2cnc3sc(C)c(C)c3c2=O)cc1OC	0	106	7	1	0.9	10	101	0	0.0	-9
Cc1cc2ccccn2c1C(=O)c1ccc(S(=O)(=O)N(C)C)cc1	11	92	10	2	0.9	-1	95	4	-0.4	9
O=S(=O)(Nc1nc2ccccc2[nH]1)c1ccccc1	7	97	18	15	0.8	-11	95	6	-0.2	3
COC(=O)c1cc2occc2n1Cc1cccc(C)c1	0	101	15	1	0.8	34	102	2	-0.4	-2
Cc1ccc(S(=O)(=O)CC(N)=O)cc1	-9	104	12	11	0.9	30	108	-8	-0.2	-4

High-throughput results (PubChem)
